KOR beta-arrestin-1 = KOR antagonists, beta-arrestin recruitment, cell-based, luminescence, uHTS (AID 1778). one-dose inhibition, % at 10 µM; IC50 in µM for titrated hits. KOR beta-arrestin recruitment, luminescence, antagonist mode; higher % means a stronger effect. 0.091% of 290,000 active. Kappa-type opioid receptor (Homo sapiens); also: strong numbers were not always called active
Yfh1-depleted yeast = enhancers of respiration in Yfh1-depleted yeast, dose response, Friedreich's ataxia, plus single-dose screen (AID 1465) | S. cerevisiae Yfh1-off respiration, WST-1 reduction, 72 h; higher fold induction means a stronger effect | fold induction at 50 µM, or EC50 in µM where a hit was titrated | 0.074% of 220,000 active;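 active = fold induction of absorbance versus untreated yeast above a set limit, then at least 30% activation at any dose in follow-up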;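 also: activators that raise dye reduction in frataxin-depleted yeast; strong numbers were not always called active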
TNAP activation fold = human TNAP enzyme activators, primary screen, biochemical, luminescent, no phosphate acceptor, uHTS (AID 1001) | Alkaline phosphatase, tissue-nonspecific isozyme (Homo sapiens) | activation fold at 20 µM, or EC50 in µM where a hit was titrated | purified TNAP, luminescent activation assay, no phosphate acceptor; higher activation fold means a stronger effect | 0.03% of 200,000 active; in the data active = activation fold from about 3, or a potency from the dose series; inactive = the rest, 99 in 100 with activation fold below about 1.6; also: many of its hits are not listed in these tables
NOD1 NF-kB reporter = NOD1 signaling inhibitors, primary screen, cell-based, luminescence, uHTS (AID 1578); NOD1-driven NF-kB luciferase reporter cells, luminescence; higher % means a stronger effect; inhibition, % at 4 µM, or EC50 in µM where a hit was titrated; 1% of 290,000 active; in the data active = inhibition mostly above about 36%, no sharp cut-off; inactive = mostly below about 34%;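 also: HEK-293T reporter cells stimulated with the NOD1 agonist gamma-tri-DAP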
KOR beta-arrestin-2 = KOR agonists, beta-arrestin recruitment, primary screen, cell-based, luminescence, uHTS (AID 1777); activation, % at 10 µM, or EC50 in µM where a hit was titrated; KOR beta-arrestin recruitment, luminescence; higher % means a stronger effect; Kappa-type opioid receptor (Homo sapiens); 0.02% of 280,000 active; in the data active = activation above about 50%, passing the limit was not always enough; also: a part of the inactive calls stands beside numbers as strong as those of hits
NTR1 ag = agonists of NTR1, primary screen, imaging, U2OS cells, beta-arrestin-GFP, high content (AID 493036); NTR1-U2OS beta-arrestin-GFP spot imaging, agonist mode; Neurotensin receptor type 1 (Homo sapiens), P30989; activation, % at 20 µM; 0.17% of 330,000 active;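 active = activation at or above 40% of the spot to cytoplasm intensity ratio, with at least 20 cells analyzed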;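 also: 0% = DMSO without peptide and 100% = 100 nM NTR1 peptide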
Target sequence (P30989 whole entry, looked up): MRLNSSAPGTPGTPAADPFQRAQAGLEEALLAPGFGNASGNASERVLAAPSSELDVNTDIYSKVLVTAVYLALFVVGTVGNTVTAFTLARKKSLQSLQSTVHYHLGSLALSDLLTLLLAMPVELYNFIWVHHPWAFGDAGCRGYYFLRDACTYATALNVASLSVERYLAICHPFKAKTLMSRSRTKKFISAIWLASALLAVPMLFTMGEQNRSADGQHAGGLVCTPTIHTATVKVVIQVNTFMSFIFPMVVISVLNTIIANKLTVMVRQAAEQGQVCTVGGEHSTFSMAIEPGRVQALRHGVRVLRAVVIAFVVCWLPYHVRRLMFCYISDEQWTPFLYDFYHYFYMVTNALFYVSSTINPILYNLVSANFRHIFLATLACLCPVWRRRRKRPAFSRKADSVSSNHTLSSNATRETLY
CSM14.1 death rescue = rescue of cells from ER stress-induced death, primary screen, 384-well, CSM14.1, thapsigargin, ATP luminescence (AID 1222) | 190,000 tested, under 10 active | CSM14.1 thapsigargin-induced death rescue, ATP luminescence; higher % means a stronger effect | cellular ATP content (survival), % at 20 µM; hits with a dose series show EC50 in µM;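 active = EC50 below 50 µM in the dose-response confirmation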;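 also: death triggered by thapsigargin at about 15 µM added after 2 h compound pretreatment; cell ATP read after overnight thapsigargin exposure of roughly 18 to 22 hours; normalized against plate controls of thapsigargin alone and 5% DMSO vehicle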
HEK293 NOD2/NF-kB = NOD2 signaling inhibitors, cell-based, luminescence, uHTS, HEK293 (AID 1566). HEK293 NOD2/NF-kB luciferase reporter, luminescence; higher % means a stronger effect. one-dose inhibition, % at 4 µM; EC50 in µM for titrated hits. 0.63% of 290,000 active; also: many of its hits are not listed in these tables
GPR55 activation = GPR55 agonists via beta-arrestin recruitment, primary screen, imaging, U2OS cells, beta-arrestin-GFP redistribution (AID 1961). G-protein coupled receptor 55 (Homo sapiens). one-dose activation, % at 10 µM; EC50 in µM for titrated hits. U2OS GPR55 beta-arrestin-GFP redistribution imaging; higher % means a stronger effect. 0.048% of 290,000 active;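 active = activation above 40% with more than 50 cells counted in the well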;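 also: U2OS osteosarcoma cells stably expressing GPR55 and beta-arrestin-GFP; plate controls were DMSO negative control for no effect and LPI positive control for full effect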
NTR1 ag cell count 20 µM = recorded beside NTR1 ag, whose call it bears; cell count; measured here: cell count, cytotoxicity flag
Numbers without * were called inactive; i = inactive; nt = not tested or not shown; [ ] = another dose, or the depositor's remark. Rule as the data show it, unless noted: active = inhibition above about 50%; inactive = the rest. Not all compounds are listed; count on the stated rates, not on these rows.

No.	SMILES	KOR beta-arrestin-1	Yfh1-depleted yeast	TNAP activation fold	NOD1 NF-kB reporter	KOR beta-arrestin-2	NTR1 ag	NTR1 ag cell count 20 µM	CSM14.1 death rescue	HEK293 NOD2/NF-kB	GPR55 activation
1	COc1ccc(-c2cc(=O)oc3cc(OC(C)C(=O)Nc4ccc(CN5CCOCC5)cc4)ccc23)cc1 (configuration not stated)	-24%	nt	nt	3%	4.4%	4.0	61	nt	24%	0.0%
2	Cc1cc(C(=O)N2CCN(C/C=C/c3ccccc3)CC2)cs1	24%	i	1.1	-26%	1.2%	-1.0	63	nt	3%	-0.2%
3	CCOC(=O)c1ccc(-n2c(C)nc3ccc(Br)cc3c2=O)cc1	38%	i	nt	-2%	-0.4%	-1.4	47	nt	-2%	-0.1%
4	COc1ccc(C(=O)N2CCN(C(=O)Cc3ccccc3)CC2)cc1	2%	i	0.9	-17%	-1.0%	0.7	98	-13%	16%	-0.4%
5	O=C(Nc1ccc2c(c1)OCCO2)c1ccc2nccnc2c1	16%	i	1.1	-25%	9.7%	0.4	39	-6.5%	-85%	-0.1%
6	CCOc1cc(NC(=O)c2ccccc2C)c(OCC)cc1NC(=O)C1=Cc2ccccc2OC1	-3%	i	1.1	-20%	2.6%	7.0	96	-1.1%	9%	-0.3%
7	COCCSc1ccccc1C(=O)N1CCN(Cc2ccccc2)CC1	4%	i	1.1	-22%	-2.4%	1.7	42	-1.9%	4%	-0.3%
8	COc1ccc(CCN(Cc2ccccn2)C(=S)Nc2ccc(C)cc2)cc1OC	16%	i	1.2	-19%	-5.6%	-0.2	75	0.2%	0%	0.1%
9	CCOc1cccc(C(=O)NC(=S)Nc2ccc(N3CCN(CC)CC3)cc2)c1	-40%[20 µM]	i	1	-13%	-6.1%	2.5	40	-1.5%	-8%	-0.1%
10	O=C(Nc1cccc(C(=O)O)c1)/C(=C\c1ccccc1)NC(=O)c1cccc2ccccc12	-20%[20 µM]	i	1	-5%	nt	1.0	34	-0.1%	0%	0.2%
11	O=C(Cc1ccccc1[N+](=O)[O-])Nc1ccccc1C(=O)N1CCCC1	-2%[20 µM]	i	1.1	-6%	-2.0%	-1.4	26	-0.7%	-1%	0.1%
12	C/C(=N/NC(=O)c1cnccn1)c1cccs1	-25%	i	1	-14%	-0.5%	0.0	65	-3.8%	14%	1.4%
13	CC(NC(=O)c1ccc(OC2CCN(C(=O)c3cccnc3)CC2)cc1)C1CC1 (configuration not stated)	-8%	i	1.1	-14%	-5.6%	0.3	35	-0.4%	13%	0.2%
14	Cc1ccc(CNC(=O)C2CCN(S(=O)(=O)c3c(C)noc3/C=C/c3ccco3)CC2)cc1	25%	i	0.9	-13%	-3.7%	-2.2	66	0.9%	6%	0.2%
15	CC(C)(C)NC(=O)c1ccc2c(c1)N(CC(=O)N1CCCC1)C(=O)C(C)(C)O2	-4%[20 µM]	nt	nt	-23%	-3.7%	0.7	69	nt	6%	-0.1%
16	CCOC(=O)/C=C1\SCC(=O)N1CC(=O)Nc1cccc(F)c1	-4%	i	1.6	-19%	-1.8%	-0.5	31	-1.9%	15%	0.1%
17	O=C(N/N=C/C1=C(N2CCOCC2)C(=C\c2ccccc2)/CC1)Nc1ccccc1	18%	i	1	-22%	-1.7%	2.6	53	-2.0%	-18%	0.8%
18	O=c1[nH]ncc(N2CCCC2)c1Cl	-13%	i	1.1	-34%	5.4%	-1.8	88	-8.7%	1%	-0.3%
19	Cc1cc(C)n(CC(=O)N/N=C/c2ccccn2)n1	-38%	i	1.1	15%	-0.6%	1.9	82	-3.6%	21%	0.7%
20	Cn1cnnc1SCC(=O)Nc1cccc(C(=O)O)c1	-16%	i	1	-15%	-4.8%	1.9	73	3.4%	7%	0.0%
21	O=C(O)[C@@H]1[C@@H]2C[C@@H]2CN1c1ncccc1[N+](=O)[O-]	-20%[20 µM]	i	1	-32%	1.5%	0.7	22	-1.0%	11%	0.8%
22	Cn1c(=O)c(=O)n(C)c2cc(N3CCCCC3)c(NS(=O)(=O)c3ccc([N+](=O)[O-])cc3)cc21	-8%	nt	nt	-13%	-2.1%	2.9	60	nt	9%	0.6%
23	O=C(NCCCn1ccnc1)c1cn(Cc2ccc(F)cc2)nn1	-8%	i	1.1	-14%	5.2%	-0.5	42	-2.1%	2%	0.1%
24	Cc1ccc2nc(C)c(Cl)c(=O)n2c1	-15%	i	1.1	-16%	-2.8%	2.9	88	-2.4%	4%	0.3%
25	O=C(O)CCCNc1ccc(S(=O)(=O)Nc2ccccc2C(=O)O)cc1C(=O)O	24%	i	1.1	-16%	-0.2%	-0.3	53	-0.4%	8%	0.0%
26	CCOc1ccc(S(=O)(=O)N2CCCC(C(=O)NC3CCCC3)C2)cc1 (configuration not stated)	-29%	nt	nt	-12%	3.7%	1.1	66	nt	15%	0.2%
27	Cc1cc(NC(=O)Nc2ccc(C)c(C)c2)no1	0%	i	1.1	-28%	-0.5%	0.2	58	2.9%	-39%	0.3%
28	CS(=O)(=O)c1ccc2nc(NC(=O)c3cccc([N+](=O)[O-])c3)sc2c1	-5%	nt	nt	-63%	-3.3%	1.6	68	nt	-48%	0.2%
29	O=C(NCc1ccco1)C1CCCN(S(=O)(=O)c2cccc3nonc23)C1 (configuration not stated)	9%	i	1.1	-14%	2.4%	-0.9	55	-0.4%	6%	0.8%
30	CCc1ccc(-c2nc(CS(=O)CC(=O)NCCN3CCCCCC3)c(C)o2)cc1 (configuration not stated)	-8%	nt	nt	-35%	0.2%	-0.1	66	nt	-7%	0.2%
31	Clc1ccc(OCCOCCNCc2ccccc2)cc1Cl	-4%[20 µM]	nt	nt	-10%	-4.1%	1.6	61	nt	-7%	-0.1%
32	CC(c1nc2ccccc2n1Cc1ccccc1)N1CCCCC1 (configuration not stated)	-7%	nt	nt	-13%	1.2%	1.3	59	nt	-27%	-0.1%
33	Oc1c(C=Nc2cccnc2)sc2ccccc12	-24%	i	1	-33%	-2.5%	0.8	62	-4.6%	-34%	-0.1%
34	O=C(NCc1cccnc1)C1CC(c2ccc(Cl)c(Cl)c2)=NO1 (configuration not stated)	-38%	nt	nt	-11%	-0.2%	1.3	60	nt	-27%	0.3%
35	CC(=O)c1c(COC(=O)c2ccc(F)cc2)nc2ccccc2[n+]1[O-]	-15%	i	nt	-8%	nt	-0.9	44	nt	8%	-0.2%
36	CCN(CC)C(=S)SCC(=O)Nc1ccc(S(N)(=O)=O)cc1	13%	i	1	-24%	-1.5%	0.8	61	-1.4%	-1%	-0.3%
37	Cc1cc(C)n(CC(O)COc2ccccc2C)n1 (configuration not stated)	-6%[20 µM]	i	1	-34%	-2.3%	1.1	51	-0.7%	-13%	-0.1%
38	COc1cccc(C2c3[nH]c4ccccc4c3CCN2Cc2cnc(C)s2)c1OC (configuration not stated)	-9%	i	1.1	7%	4.9%	13	38	-3.7%	30%	-0.2%
39	COC(=O)N/N=C/c1cccc(OCCSc2ccc(Cl)cc2)c1	-32%	i	1.1	-15%	0.7%	7.7	69	-2.0%	17%	0.7%
40	CCn1cc(C(=O)NCc2ccncc2)c(=O)c2cc(F)c(N3CCN(C(=O)c4ccco4)CC3)cc21	-28%	i	nt	-13%	3.9%	-0.3	54	nt	6%	0.6%
41	N#Cc1c(N2CCOCC2)nsc1-c1ccc(C(F)(F)F)cc1	10%	i	nt	-12%	-4.4%	1.8	60	nt	-32%	-0.2%
42	CCC(C)c1ccccc1NC(=O)C1CCCO1 (configuration not stated)	-22%	i	1.1	5%	-3.3%	-1.0	55	0.5%	-13%	-0.1%
43	COc1ccccc1C(=O)NNC(=O)C1CCN(C(=O)OC(C)(C)C)CC1	-14%	nt	nt	-4%	1.1%	-0.5	51	nt	3%	-0.2%
44	COc1cccc(NC(=O)COc2ccccc2)c1	6%[20 µM]	nt	nt	-31%	-3.1%	0.8	67	nt	-34%	-0.1%
45	CCSc1nnc(NC(=O)CSc2nc3c(c(=O)n2C)SC(C)C3)s1 (configuration not stated)	26%	i	1.1	-15%	-3.3%	1.1	50	nt	26%	-0.1%
46	CCOC(=O)C(C)Sc1nc2c(c(=O)[nH]c(=O)n2C)n1CCc1ccccc1 (configuration not stated)	20%	i	1	10%	-6.7%	1.9	40	-1.1%	5%	-0.2%
47	CCCc1nnc(NC(=O)CCC(=O)NCc2ccc(Cl)cc2Cl)s1	-34%	nt	nt	-17%	-3.0%	2.3	70	nt	5%	-0.2%
48	CC(=O)N1CCOc2ccc(S(=O)(=O)N3CCC(C(=O)NCc4ccc(F)cc4)CC3)cc21	-8%	nt	nt	-8%	7.1%	-0.6	57	nt	11%	0.2%
49	Cc1ccccc1N1CCN(CC(=O)NCc2ccc(Cl)cc2)CC1	-40%[20 µM]	nt	nt	-20%	-2.2%	-0.5	74	nt	13%	-0.4%

3 structures already listed, arranged by SMILES length, low to high:
No.	SMILES	KOR beta-arrestin-1	Yfh1-depleted yeast	TNAP activation fold	NOD1 NF-kB reporter	KOR beta-arrestin-2	NTR1 ag	NTR1 ag cell count 20 µM	CSM14.1 death rescue	HEK293 NOD2/NF-kB	GPR55 activation
47	CCCc1nnc(NC(=O)CCC(=O)NCc2ccc(Cl)cc2Cl)s1	-34%	nt	nt	-17%	-3.0%	2.3	70	nt	5%	-0.2%
46	CCOC(=O)C(C)Sc1nc2c(c(=O)[nH]c(=O)n2C)n1CCc1ccccc1 (configuration not stated)	20%	i	1	10%	-6.7%	1.9	40	-1.1%	5%	-0.2%
48	CC(=O)N1CCOc2ccc(S(=O)(=O)N3CCC(C(=O)NCc4ccc(F)cc4)CC3)cc21	-8%	nt	nt	-8%	7.1%	-0.6	57	nt	11%	0.2%

Of the compounds above, these contain fluorine.
No.	SMILES	KOR beta-arrestin-1	Yfh1-depleted yeast	TNAP activation fold	NOD1 NF-kB reporter	KOR beta-arrestin-2	NTR1 ag	NTR1 ag cell count 20 µM	CSM14.1 death rescue	HEK293 NOD2/NF-kB	GPR55 activation
16	CCOC(=O)/C=C1\SCC(=O)N1CC(=O)Nc1cccc(F)c1	-4%	i	1.6	-19%	-1.8%	-0.5	31	-1.9%	15%	0.1%
23	O=C(NCCCn1ccnc1)c1cn(Cc2ccc(F)cc2)nn1	-8%	i	1.1	-14%	5.2%	-0.5	42	-2.1%	2%	0.1%
35	CC(=O)c1c(COC(=O)c2ccc(F)cc2)nc2ccccc2[n+]1[O-]	-15%	i	nt	-8%	nt	-0.9	44	nt	8%	-0.2%
40	CCn1cc(C(=O)NCc2ccncc2)c(=O)c2cc(F)c(N3CCN(C(=O)c4ccco4)CC3)cc21	-28%	i	nt	-13%	3.9%	-0.3	54	nt	6%	0.6%
41	N#Cc1c(N2CCOCC2)nsc1-c1ccc(C(F)(F)F)cc1	10%	i	nt	-12%	-4.4%	1.8	60	nt	-32%	-0.2%
48	CC(=O)N1CCOc2ccc(S(=O)(=O)N3CCC(C(=O)NCc4ccc(F)cc4)CC3)cc21	-8%	nt	nt	-8%	7.1%	-0.6	57	nt	11%	0.2%
